From PubChem BioAssay
BAZ2B block – BAZ2B (human) inhibition; Q9UIF8; AlphaScreen BAZ2B-H3K14Ac peptide displacement; Potency, µM (top dose mostly 114 µM), without a hit: top-dose activity change, negative = inhibition, usual class: inhibitors; 4.4% of 360,000 active; AID 504333; note: % is set by controls: 0 for no effect and ±100 for the full control effect; nearly all actives have a fitted effect of over 60% in size
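In this displacement format the biotinylated H3(5-23) peptide acetylated at Lys14 serves as ligand at 50 nM, with BAZ2B at 50 nM in PBS pH 7.4 containing 0.01% Tween-20. Donor and acceptor beads are 10 ug/mL final.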
Apoferritin bind – candidate novel general anesthetic via apoferritin binding; P02791; apoferritin/1-aminoanthracene competitive binding, fluorescence; Potency, µM (top dose mostly 77.5 µM), inactives show top-dose activity change, negative = displacement, actives largely listed as inhibitors; 0.074% of 350,000 active; AID 485281; note: % is set by controls: 0 for no effect and ±100 for the full control effect; nearly all actives have a fitted effect of over 20% in size
Target sequence (P02791 2-175 limits assumed): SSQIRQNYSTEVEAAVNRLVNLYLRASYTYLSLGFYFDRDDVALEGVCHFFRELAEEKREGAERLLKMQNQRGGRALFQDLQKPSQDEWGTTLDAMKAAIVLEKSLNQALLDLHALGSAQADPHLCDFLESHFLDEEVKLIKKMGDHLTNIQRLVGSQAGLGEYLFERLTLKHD
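In PBS, apoferritin at 10 uM is loaded with 1-AMA from a 50% saturated solution. After 10 min of compound exposure at ambient temperature, reduced 535 nm fluorescence indicates probe displacement.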
Pol kappa inh – DNA polymerase kappa (human) inhibition | Q9UBT6 | purified Pol kappa, fluorescent DNA synthesis assay, 10 min | Potency, µM (doses to about 107 µM), without a hit: top-dose activity, negative = inhibition, hits mostly inhibitors | 0.53% of 400,000 active | AID 588579; note: % is set by controls: 0 for no effect and ±100 for the full control effect
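50 nM final substrate added after 15 min RT preincubation of 10 nM Pol kappa with compound; fluorescence read at 0 and 10 min.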
APEX1 inh – inhibitors of human APE1 endonuclease. AID 2517. P27695. 0.35% of 350,000 active. Potency, µM (titrated, usually from 65.8 µM), inactives show at the highest dose activity change, negative = inhibition, hits mostly inhibitors. recombinant APE1, TAMRA/BHQ-2 abasic DNA cleavage fluorescence;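 note: plate controls were vehicle for no effect and reference inhibitor for full effect; nearly all actives have a fitted effect of over 55% in size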
Target sequence (P27695 whole entry, looked up): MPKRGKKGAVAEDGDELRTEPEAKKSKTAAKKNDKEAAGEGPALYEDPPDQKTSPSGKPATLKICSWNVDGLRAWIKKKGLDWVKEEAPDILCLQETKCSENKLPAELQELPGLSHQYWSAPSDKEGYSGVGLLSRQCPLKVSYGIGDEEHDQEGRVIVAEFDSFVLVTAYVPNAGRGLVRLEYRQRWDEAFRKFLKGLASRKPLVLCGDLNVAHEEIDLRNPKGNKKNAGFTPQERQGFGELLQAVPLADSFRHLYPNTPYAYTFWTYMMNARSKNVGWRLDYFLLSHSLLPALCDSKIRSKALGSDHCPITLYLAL
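Incision of a quenched TAMRA/BHQ-2 THF abasic-site duplex (50 nM) by 0.75 nM APE1, after 15 min compound preincubation, measured as fluorescence increase over three 60 s reads. Values normalized to buffer, DMSO and NSC13755 control wells.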
BLM helicase inh – inhibitors of human Bloom syndrome helicase BLM. 0.2% of 350,000 active. recombinant BLM DNA unwinding, fluorescence dequenching. P54132. AID 2528. Potency, µM (titrated, usually from 56.1 µM), without a hit: top-dose activity change, negative = inhibition, most hits filed as inhibitors;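 note: plate controls were vehicle for no effect and no enzyme for full effect; nearly all actives have a fitted effect of over 35% in size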
G9a block – G9a (human) methyltransferase inhibition; G9a H3K9 monomethylation, AlphaScreen, 2 h; Potency, µM (top dose mostly 102 µM), for inactives: at the highest dose activity, negative = inhibition, hits mostly inhibitors; 8.8% of 350,000 active; note: % is set by controls: 0 for no effect and ±100 for the full control effect; nearly all actives have a fitted effect of over 75% in size
Target sequence (Q96KQ7 913-1193 limits assumed): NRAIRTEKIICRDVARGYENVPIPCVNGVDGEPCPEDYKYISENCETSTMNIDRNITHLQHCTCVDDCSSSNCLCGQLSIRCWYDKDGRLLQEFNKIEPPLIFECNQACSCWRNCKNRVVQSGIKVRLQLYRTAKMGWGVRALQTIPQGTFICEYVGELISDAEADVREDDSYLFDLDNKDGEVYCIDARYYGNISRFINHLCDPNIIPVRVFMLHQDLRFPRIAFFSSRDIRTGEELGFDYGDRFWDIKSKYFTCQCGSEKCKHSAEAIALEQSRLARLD
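Compounds were preincubated with 20 nM G9a for 15 min, after which biotinylated H3K9 peptide (500 nM) and SAM (20 uM) started a 2 h room-temperature reaction. Monomethylated product was quantified by antibody-based AlphaScreen chemiluminescence.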
Pol iota inh – blocks human DNA polymerase iota activity; 1% of 390,000 active; Potency, µM (series often up to 115 µM), inactives show at the top dose activity, negative = inhibition, usual class: inhibitors; Q9UNA4; Pol iota fluorescent replication assay, 10 min
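Pol iota at 10 nM preincubated 15 min with compounds at room temperature; reaction started with fluorescent substrate, 50 nM final. Fluorescence read kinetically at 0 and 10 min; buffer-only wells as negative control.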
POLH inh – blocks human DNA polymerase eta activity | recombinant Pol eta, fluorescent DNA replication assay | Potency, µM (highest dose often 114 µM), for the others: at the top dose activity change, negative = inhibition, most hits filed as inhibitors | 1.2% of 390,000 active; note: % is set by controls: 0 for no effect and ±100 for the full control effect
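Fluorescent replication assay: 50 nM final substrate added after a 15 min room-temperature compound preincubation with 10 nM enzyme. Signal taken at 0 min and again at 10 min.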
Pol beta inh – DNA polymerase beta (human) inhibition | Pol beta primer extension/strand displacement, fluorescence kinetic | 1.3% of 340,000 active | P06746 | Potency, µM (doses to about 114 µM), without a hit: at the highest dose activity change, negative = inhibition, most hits filed as inhibitors; note: % is set by controls: 0 for no effect and ±100 for the full control effect
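Human Pol beta at 10 nM; strand-displacement substrate 50 nM final. Compound exposure 15 min at room temperature before start, reaction 10 min at room temperature.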
Active calls of the source: *; ? = inconclusive; nt = no result given; [ ] = another dose, or the depositor's remark. Calls come from the whole dose curve; as a rule, active = well fitted curve in the direction sought with a large enough effect; inconclusive = small, poorly fitted or top-dose-only effect, or another doubt; inactive = no such curve, though single readings can be large; an effect the other way counts as inactive or inconclusive. Potency is the fitted concentration of half-maximal effect. A portion of the library. The share of hits here may be higher or lower than overall.

1) C[C@H](NC(=O)c1ccccc1Cl)C(=O)Nc1ccccc1F
2) CC(=O)NC(NC(=S)N1CCCCCC1)C(Cl)(Cl)Cl (stereo not drawn)
3) C[C@@H]1CN([C@@H](C)CO)C(=O)c2cccc(NC(=O)C3CCOCC3)c2O[C@H]1CN(C)S(=O)(=O)c1ccc(Cl)cc1
4) CCN(CC)CCNC(=O)c1sc2nc3n(c(=O)c2c1C)CCCCC3
5) CC(c1nccs1)N(C)C(=O)CCc1nnc(CCc2ccccc2)o1 (stereo not drawn)
6) Cc1nnc(SCCN2CCOCC2)c2nn(-c3ccccc3F)c(C)c12
7) CCOc1ccccc1NC(=O)NC1CCN(CC(=O)Nc2ccc3c(c2)OCCO3)CC1
8) Cc1cc(F)ccc1NS(=O)(=O)c1cccc2nsnc12
screen / no.	1	2	3	4	5	6	7	8
BAZ2B block	-21%	-7%	nt	12%	-14%	9%	-3%	-32%
Apoferritin bind	1%	-14%	nt	-13%	-6%	-11%	-1%	-17%
Pol kappa inh	1%	-7%	10%	-18%	-1%	-5%	-8%	-21%
APEX1 inh	33%	-1%	3%	nt	19%	-10%	-2%	43%[activator]
BLM helicase inh	-1%	-5%	nt	-3%	-5%	5%	-5%	-2%
G9a block	14%	12%	nt	1%[59 µM]	-11%[12.7 µM]	17%[59 µM]	-2%[12.7 µM]	-1%
Pol iota inh	42%[activator]	35%[activator]	24%	15%	8%	28%	-2%	41%[activator]
POLH inh	-25%	-14%	-17%	1%	-9%	-10%	-6%	-13%
Pol beta inh	14%	17%	nt	-2%	18%	22%	-2%	16%

Down the list, from the results shown.
APEX1 inh, entries 2 to 7, in order: -1%, 3%, nt, 19%, -10%, -2%

(next part)
9) CCCCCCOc1ccc(N2C(=O)CC(N3CCN(CCN=CC4C(=O)CC(C)(C)CC4=O)CC3)C2=O)cc1 (stereo not drawn)
10) CN(CCC(=O)Nc1ccc2c(c1)OCO2)Cc1ccccc1
11) CN(CC(=O)Nc1ccc(Cl)cc1)C(=O)Cc1c(F)cccc1Cl
12) CCCCOc1ccc(/C=C/C(=O)NCCc2nc3ccccc3[nH]2)cc1
13) CC(C)Oc1ccccc1NC(=O)CSc1nc2ccccc2c(=O)n1C
14) O=C(c1cccnc1)N1CCC(Oc2ccc(C(=O)N3CCCCO3)cc2)CC1
15) O=C(CCC1N=C2c3ccccc3N=C(SCc3cccc(F)c3)N2C1=O)NCc1cccs1 (stereo not drawn)
16) CCOC(=O)NC(=O)CSc1ccc(C)cc1C
screen / no.	9	10	11	12	13	14	15	16
BAZ2B block	-17%	7%	-11%	-1%	-26%	5%	-6%	0%
Apoferritin bind	-19%	-20%	-14%	-21%	-3%	-3%	?	-21%
Pol kappa inh	-4%	0%	-6%	-5%	-2%	10%	-14%[60.1 µM]	7%
APEX1 inh	?	9%	16%	4%	-2%	-1%	nt	14%
BLM helicase inh	-8%	0%	-1%	-6%	-1%	-3%	-1%	-2%
G9a block	?	-11%[59 µM]	?	nt	9%[2.33 µM]	10%	-2%[59 µM]	24%
Pol iota inh	60%[activator]	-15%	34%[activator]	-7%[58.9 µM]	4%	8%	-16%	9%
POLH inh	-13%	8%	-24%	-24%	-14%	-7%	-14%	-16%
Pol beta inh	-9%	33%	-1%	10%	-2%	22%	-22%	-1%

17) Cc1nc(SCc2nc3ccc([N+](=O)[O-])cc3[nH]2)c2oc3ccccc3c2n1
18) O=C(NCCC1CCCCN1S(=O)(=O)c1ccc(F)cc1)C(=O)NCCN1CCOCC1 (stereo not drawn)
19) Cc1ccc(S(=O)(=O)N(CC(=O)N/N=C/c2ccco2)Cc2ccccc2)cc1
20) C[C@]1(CO)CCC[C@@]2(C)C1CC[C@@H](CO)[C@@H]2CCc1ccoc1 (stereo partly drawn)
21) NC(=O)C1CC(=O)N(c2ccc(OCC(=O)NCc3ccccc3)cc2)C1 (stereo not drawn)
22) CCOc1ccc(C(=O)Nc2ccccc2CC)cc1[N+](=O)[O-]
23) CCN1/C(=C2\C(=O)N(C)C(=S)N2c2ccccc2)C=Cc2ccccc21
24) NC(N)=N/N=C/c1ccc(OCc2ccccc2)cc1
screen / no.	17	18	19	20	21	22	23	24
BAZ2B block	nt	11%	-31%	-19%	2%	-14%	40µM*	-1%
Apoferritin bind	nt	nt	-19%	-3%	1%	-12%	-6%	?
Pol kappa inh	-4%	-10%	14%	-3%	-5%	0%	-24%	-9%
APEX1 inh	-2%	16%	11%	38%	27%[12.4 µM]	6%	19%	0%
BLM helicase inh	nt	nt	-6%	0%	-1%	-3%	-6%	-5%
G9a block	nt	-5%[0.501 µM]	-9%[12.7 µM]	7%	13%[59 µM]	1%[59 µM]	-140%[59 µM]	?
Pol iota inh	?	47%[activator]	57%[activator]	2%	-13%	80%[activator]	8%	-21%
POLH inh	-3%	-25%	-18%	-23%	-6%	-9%	-3%	-10%
Pol beta inh	nt	nt	-16%	-27%	24%	-1%	13%	3%

Ordered by the number under BLM helicase inh (smallest number first): four from the list above.
item	molecule	BAZ2B block	Apoferritin bind	Pol kappa inh	BLM helicase inh	G9a block	Pol iota inh	POLH inh	Pol beta inh
19	Cc1ccc(S(=O)(=O)N(CC(=O)N/N=C/c2ccco2)Cc2ccccc2)cc1	-31%	-19%	14%	-6%	-9%[12.7 µM]	57%[activator]	-18%	-16%
24	NC(N)=N/N=C/c1ccc(OCc2ccccc2)cc1	-1%	?	-9%	-5%	?	-21%	-10%	3%
21	NC(=O)C1CC(=O)N(c2ccc(OCC(=O)NCc3ccccc3)cc2)C1 (stereo not drawn)	2%	1%	-5%	-1%	13%[59 µM]	-13%	-6%	24%
20	C[C@]1(CO)CCC[C@@]2(C)C1CC[C@@H](CO)[C@@H]2CCc1ccoc1 (stereo partly drawn)	-19%	-3%	-3%	0%	7%	2%	-23%	-27%

Molecules above that contain a thiophene ring, fused or not, in the order listed:
4) CCN(CC)CCNC(=O)c1sc2nc3n(c(=O)c2c1C)CCCCC3
15) O=C(CCC1N=C2c3ccccc3N=C(SCc3cccc(F)c3)N2C1=O)NCc1cccs1 (stereo not drawn)
screen / no.	4	15
BAZ2B block	12%	-6%
Apoferritin bind	-13%	?
Pol kappa inh	-18%	-14%[60.1 µM]
APEX1 inh	nt	nt
BLM helicase inh	-3%	-1%
G9a block	1%[59 µM]	-2%[59 µM]
Pol iota inh	15%	-16%
POLH inh	1%	-14%
Pol beta inh	-2%	-22%

Later entries
25) Cc1ccc(C2c3c(oc4ccccc4c3=O)C(=O)N2CCCN2CCOCC2)o1 (stereo not drawn)
26) Cc1ccc(C)c(CN2C(=O)C3CCCN3c3ccc(S(=O)(=O)N4CCOCC4)cc32)c1 (stereo not drawn)
27) Cc1cc2c(cc1S(=O)(=O)CCC(=O)N1CCC(C)CC1)OCC(=O)N2
28) CNC(=O)NC(=S)NC(=O)c1ccccc1Cl
29) Cc1ccc(/C=C/c2onc(C)c2S(=O)(=O)N2CCC(C(=O)N3CCN(c4cc(C)ccc4C)CC3)CC2)cc1
30) Cc1ccn2c(=O)cc(COc3ccc(NC(=O)COc4ccccc4)cc3)nc2c1
31) COc1ccc(C(=O)N2CCC2)cc1S(=O)(=O)NCc1ccc(Cl)cc1
32) CC(=O)c1c(C)n([O-])c2ccccc2[n+]1=O
screen / no.	25	26	27	28	29	30	31	32
BAZ2B block	-4%	-9%	23%	-16%	-8%	3%	nt	-4%
Apoferritin bind	-5%	-14%	31%[activator]	0%	-13%	-4%	nt	6%
Pol kappa inh	-16%	nt	5%	5%	0%[60.1 µM]	-6%[60.1 µM]	-12%	1%
APEX1 inh	0%	-3%	nt	-3%	nt	nt	18%	6%
BLM helicase inh	-1%	-6%	1%	-1%	-6%	-4%	nt	-1%
G9a block	?	?	15%[59 µM]	-36%	11%[59 µM]	1%[59 µM]	nt	?
Pol iota inh	5%	nt	23%	65%[activator]	3%	0%	27%	6%
POLH inh	0%	nt	-9%	-5%	-2%	-13%	-16%	-8%
Pol beta inh	-1%	25%	1%	71%	-25%	2%	nt	1%

33) COc1ccc(C)cc1NC(=O)C1CCCN(c2ncnc3onc(C)c23)C1 (stereo not drawn)
34) COC(=O)C1(C)Nc2ccccc2C(=O)N1c1ccccc1C (stereo not drawn)
35) Cc1ccc(NC(=O)c2ccc(Br)o2)cc1S(=O)(=O)N(C)C
36) COc1ccc(Oc2ncc3ncc(=O)n(Cc4ccc(F)cc4)c3n2)cc1
37) COC(=O)c1sccc1NC(=O)Nc1ccc(OC)c(OC)c1
38) Cc1ccc2nc(/C(C#N)=C\c3ccc(Oc4ccc([N+](=O)[O-])cn4)cc3)[nH]c2c1
39) CCN(CC)CCCN1C(=O)C(O)=C(C(=O)c2sc(C)nc2C)C1c1ccco1 (stereo not drawn)
40) CC1NC(=O)NC1CCCCCC(=O)Nc1ccc(F)c(Cl)c1 (stereo not drawn)
screen / no.	33	34	35	36	37	38	39	40
BAZ2B block	10%[57.1 µM]	9%	-10%	nt	-30%	-9%	-21%	0.79µM*
Apoferritin bind	2%	0%	-7%	nt	-15%	-18%	-7%	-8%
Pol kappa inh	-1%	-12%	6%	-3%[60.1 µM]	9%	-8%	-2%	-5%
APEX1 inh	nt	-2%	7%	-2%	10%	4%	-2%	-4%
BLM helicase inh	1%	-1%	-11%	-6%	-7%	-16%	-3%	-5%
G9a block	-7%[59 µM]	-6%[59 µM]	?	-5%[12.7 µM]	?	4%[59 µM]	?	1µM*
Pol iota inh	13%	-4%	25%	nt	-6%	41%[activator]	2%[58.9 µM]	-14%
POLH inh	-19%	-6%	-1%	nt	-18%	?	-8%	-4%
Pol beta inh	5%	0%	13%	nt	33%	0%	6%	21%

41) CC(C)Cc1cc(CN2CCC(CO)(Cc3ccccc3)CC2)[nH]n1
42) Clc1ccc(/C=N/Nc2nn[nH]n2)cc1
43) Cc1ccccc1Cn1ccc(=NCc2ccccc2)cc1
44) CCSCc1nnc(SCC(=O)Nc2nc3ccccc3s2)n1C
screen / no.	41	42	43	44
BAZ2B block	-17%	-3%	4%	4%
Apoferritin bind	-3%	-4%	-5%	-11%
Pol kappa inh	-1%	-5%	2%	-2%
APEX1 inh	3%	5%	-2%	-6%
BLM helicase inh	1%	2%	-13%	1%
G9a block	2%	10µM*	0%[59 µM]	?
Pol iota inh	56%[activator]	6%	39%[activator]	8%
POLH inh	-12%	-2%	-13%	-9%
Pol beta inh	13%	-14%	20%	-2%
